# TGFb SMAD3 inh: TGF-b pathway inhibition. Potency, µM (series often up to 46.1 µM), inactives show at the highest dose activity, negative = inhibition, hits mostly inhibitors. AID 588855. hit rate 1.2% among 410,000. HepG2 CAGA-GFP TGF-b/SMAD3 reporter, GFP fluorescence, 18 h; TGF-beta stimulated, 500 pg/mL final; also: potency is read from the fitted curve at half-maximal effect; % is scaled to controls: 0 for no effect and ±100 for the full control effect; nearly all actives have a fitted effect of over 65% in size
#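 Inhibition was scored as loss of TGF-beta-induced (500 pg/mL final, 18 hours, 37 degrees C) GFP in HEPG2 cells carrying a CAGA-GFP reporter, in DMEM with 1% FBS. Well GFP was summed per cell; Activity was normalised to unstimulated and stimulated DMSO wells, then concentration-response fitting.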
# A549 tox: counter-screen for Nrf2 inhibitors: cytotoxicity in A549 cells; A549 ARE-Fluc cells, CellTiter-Fluor viability, 18-24 h; Potency, µM (titrated, usually from 46 µM), inactives show top-dose activity change, negative = cytotoxicity, most hits filed as inhibitors; hit rate 0.16% among 390,000; also: potency is read from the fitted curve at half-maximal effect; % is scaled to controls: 0 for no effect and ±100 for the full control effect
#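 A549 ARE_Fluc cells in 5% FBS OPTI-MEM were exposed to compounds in concentration-response for 18-24 h at 37 deg C. Viability was read by CellTiter-Fluor fluorescence (Ex 405/Em 525) after 30 min, before the luciferase read.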
# EPAC2 agonist: activates human EPAC2 exchange factor; EPAC2 activation, biochemical qHTS; response scale: 100% = 6.5 mM cAMP response; Potency, µM (highest dose often 154 µM), for inactives: at the highest dose activation, most hits filed as activators; hit rate 0.079% among 360,000; Q8WZA2; also: potency is read from the fitted curve at half-maximal effect; nearly all actives have a fitted effect of over 50% in size
# Target sequence (Q8WZA2 whole entry, looked up): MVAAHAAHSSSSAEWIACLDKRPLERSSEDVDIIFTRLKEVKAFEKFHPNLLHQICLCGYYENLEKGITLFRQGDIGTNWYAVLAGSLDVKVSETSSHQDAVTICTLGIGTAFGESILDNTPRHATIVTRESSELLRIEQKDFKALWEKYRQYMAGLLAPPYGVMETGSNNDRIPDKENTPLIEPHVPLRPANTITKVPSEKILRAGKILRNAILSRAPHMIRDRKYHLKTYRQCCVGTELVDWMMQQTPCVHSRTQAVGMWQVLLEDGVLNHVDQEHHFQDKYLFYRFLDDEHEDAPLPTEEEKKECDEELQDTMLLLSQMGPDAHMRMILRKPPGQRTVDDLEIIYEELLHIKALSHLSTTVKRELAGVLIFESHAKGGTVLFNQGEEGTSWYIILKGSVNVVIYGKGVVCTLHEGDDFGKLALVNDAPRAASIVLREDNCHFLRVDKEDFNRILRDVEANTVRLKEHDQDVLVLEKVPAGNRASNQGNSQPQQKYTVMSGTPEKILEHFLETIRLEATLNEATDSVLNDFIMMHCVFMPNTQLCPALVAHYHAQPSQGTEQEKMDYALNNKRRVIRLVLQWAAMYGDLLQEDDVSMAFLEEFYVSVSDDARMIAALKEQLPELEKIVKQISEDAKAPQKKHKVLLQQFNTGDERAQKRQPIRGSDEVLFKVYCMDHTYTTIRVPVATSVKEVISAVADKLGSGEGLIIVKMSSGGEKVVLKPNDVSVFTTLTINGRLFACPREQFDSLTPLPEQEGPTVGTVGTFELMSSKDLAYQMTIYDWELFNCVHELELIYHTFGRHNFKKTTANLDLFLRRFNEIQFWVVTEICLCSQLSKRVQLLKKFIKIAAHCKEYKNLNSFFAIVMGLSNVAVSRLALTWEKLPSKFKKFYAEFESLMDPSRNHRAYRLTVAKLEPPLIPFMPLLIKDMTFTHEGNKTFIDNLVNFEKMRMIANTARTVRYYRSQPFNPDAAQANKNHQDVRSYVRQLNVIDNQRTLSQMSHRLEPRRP
#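 In this primary screen, activation is scored as increased exchange of BODIPY-GDP from Rap1B by 100 nM EPAC2, with 50 uM GDP as competitor. Signal is normalized to the 6.5 mM cAMP agonist control.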
# Mm-Cpn inhibitor: inhibitors of Methanococcus maripaludis chaperonin (MmCpn) | purified Mm-Cpn ATPase, ADP Transcreener TR-FRET | Potency, µM (titrated, usually from 76.9 µM), for inactives: top-dose activity, negative = inhibition, actives largely listed as inhibitors | hit rate 0.031% among 330,000 | AID 504842; also: potency is read from the fitted curve at half-maximal effect; % is scaled to controls: 0 for no effect and ±100 for the full control effect; nearly all actives have a fitted effect of over 80% in size
#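 Measured: ADP formation by purified Mm-CPN. Conditions: 25 nM protein, 10 uM ATP, Tris pH 7.4 with Mg2+, K+ and DTT, 37°C for 30 min. Detection: Transcreener HTRF after 30 min at room temperature.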
# EPAC2 antagonist: blocks human EPAC2 exchange factor; hit rate 0.18% among 360,000; Q8WZA2; EPAC2 GEF exchange of Rap1B-BODIPY-GDP, fluorescence; Potency, µM (highest dose often 114 µM), inactives show at the highest dose activity, negative = inhibition, actives largely listed as inhibitors; also: potency is read from the fitted curve at half-maximal effect; % is scaled to controls: 0 for no effect and ±100 for the full control effect; nearly all actives have a fitted effect of over 45% in size; many of its hits are not listed in these tables
# Nrf2 inh: inhibitors of Nrf2 signaling; A549 ARE-Fluc reporter, luciferase luminescence, 18-24 h; Potency, µM (top dose mostly 46 µM), inactives show at the top dose activity change, negative = inhibition, usual class: inhibitors; hit rate 2.1% among 360,000; also: potency is read from the fitted curve at half-maximal effect; % is scaled to controls: 0 for no effect and ±100 for the full control effect; nearly all actives have a fitted effect of over 60% in size
#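 In this cell-based qHTS, ARE-driven firefly luciferase in A549 cells reports Nrf2 activity; the luminescent signal after BugLite lysis is the measured value, with a prior CellTiter-Fluor read for cell health.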
# pAkt inh: blocks phosphorylation of Akt; activity change, % for hits at 50 µM; AID 651550; Neuro2A IGF-stimulated pAkt S473 HTRF, 20 min; stronger effect = lower value; hit rate 0.32% among 360,000; in the data active = activity change below about -80%; inconclusive = mostly about -51% to -80%; also: % is scaled to controls: 0 for no effect and ±100 for the full control effect
#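 Neuro2A cells in DMEM with 0.5% FBS, overnight at 37 deg C, given compound at single 50 µM final, then IGF (6 nM final) for 20 min at 37 deg C. Lysed; phospho-Akt Ser473 by HTRF after 24 h, 665/615 ratio.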
# Nrf2 ARE act: activators of Nrf2 (ARE) signaling | AID 624171 | Potency, µM (highest dose often 46.1 µM), for inactives: at the highest dose activation, actives largely listed as activators | AREc32 ARE-luciferase reporter (MCF7-derived line), luminescence, 24 h | hit rate 0.31% among 410,000; also: potency is read from the fitted curve at half-maximal effect; % of control where 0% means no effect; nearly all actives have a fitted effect of over 65% in size
#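 ARE activation measured as luciferase luminescence (Steady-Glo, 30 min RT) in AREc32_Fluc cells after 24 hr compound exposure at 37 deg C, 5% CO2; cells seeded overnight at 1000/well in OPTI-MEM, 5% FBS.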
# CCT modulator: cytosolic chaperonin activity modulation; purified chaperonin ATPase assay, HTRF ADP detection, 30 min; activity change, % (no concentration beside the values), hits read low; hit rate 0.3% among 360,000; in the data active = activity change below about -30%; also: % is scaled to controls: 0 for no effect and ±100 for the full control effect
#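 Enzyme 40 or 20 nM (batch-dependent) in Tris pH 7.4/KCl/MgCl2/DTT; cpd 76 uM single point; ATP 10 uM; 30 min 37 °C; Transcreener ADP HTRF detection, 30 min RT; ratio 665/615.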
# Numbers without * were called inactive; i = inactive; ? = inconclusive; . = not tested or not shown; [ ] = another dose, or the depositor's remark. Unless noted, calls follow the shape of the dose curve; as a rule, active = well fitted curve in the direction sought with a large enough effect; inconclusive = small, poorly fitted or top-dose-only effect, or another doubt; inactive = no such curve, though single readings can be large; an effect the other way counts as inactive or inconclusive. Only part of the results is shown. The share of hits here may be higher or lower than overall.
SMILES,TGFb SMAD3 inh,A549 tox,EPAC2 agonist,Mm-Cpn inhibitor,EPAC2 antagonist,Nrf2 inh,pAkt inh,Nrf2 ARE act,CCT modulator
Cc1nc(C(F)(F)F)ccc1C(=O)N1CCCC(C)(C(=O)O)C1 (stereo not given),7%,.,6%,.,2%,.,i,-0.8%[9.22 µM],-0.2
COc1ccc(OC)c(NC(=O)C2CCCN2C(=O)C2CCC(C)CC2)c1 (stereo not given),-16%,-9%,7%,2%,-13%,?,i,-0.5%,1.2
O=C(O)c1ccc(-n2cccc2/C=C2/NC(=O)N(c3cccc(Cl)c3)C2=O)cc1,14%,?,7%,-3%,16%,19%,i,-0.3%,1.6
Cc1[nH]oc(=O)c1N=Nc1ccccc1,-5%,?,-4%,1%,18%,-23%,i,18%,0.6
O=C(Nc1cccc(NC(=O)c2ccc(Cl)cc2Cl)c1)c1cccnc1,-4%,-4%,9%,0%,2%,-19%,i,2.7%,-2.4
CCC(=O)Oc1c(Sc2ccc(Cl)cc2)c(C)nn1C(C)(C)C,-1%,2%,.,.,.,9%[9.27 µM],.,-0.2%,.
COc1ccc(CNC(=O)COc2cc(=O)n(C)c3ccccc23)cc1,2%,10%,2%,-8%,12%,0%,i,5.9%,1.9
CCN1CCN(c2c(C=O)c(Cl)nc3ccc(OC)cc23)CC1,8%,3%,2%,0%,-4%,11%,i,-0.4%,-2.1
CCOc1ccc(NC(=O)CSc2nnc(C34CC5CC(CC(C5)C3)C4)n2C)cc1,2%,-10%,-9%,-2%,0%,-15%,.,-0.7%,-5.8
O=C(NCc1c(Cl)cccc1Cl)c1[nH]c(C(F)(F)F)nc1-c1ccccc1,?,.,12%,.,-21%,.,i,-0.2%,-0.1
COc1ccc(C(=O)NCCc2c[nH]c3ccccc23)cc1S(=O)(=O)N1CCOCC1,-1%,0%,1%,0%,1%,-1%,i,1.7%,0.3
COC(=O)c1ccc[n+](CC(=O)c2ccc(Br)cc2)c1,3%,2%,4%,-1%,16%,13%,i,2.1%,0.8
Cc1cn2c(N)c(/C=C3\C=Nc4ccccc43)c(=O)nc2s1,13%,-14%,7%,1%,-1%,0%,i,3.0%,-2.9
COc1ccc(CC(=O)NC2CCN(Cc3nnnn3C(C)(C)C)CC2)cc1OC,-4%,.,0%,-3%,3%,4%,i,0.5%,-3.0
O=C(Nc1cc(Cl)cc(Cl)c1)c1cnn2cccnc12,9%,2%,2%,-1%,20%,30%,i,3.3%,0.7
O=C(N/N=C/c1ccccn1)c1ccccc1,-15%,1%,2%,0%,-2%,-26%,i,-0.1%,-2.7
CC1(C)CC(=O)C(C(=O)Cc2ccccc2[N+](=O)[O-])C(=O)C1,3%,-1%,1%,1%,6%,-9%,i,-0.2%,0.9
Cc1cc2oc(=O)cc(CN3CCCC3)c2cc1Cl,?,.,-14%,.,?,.,i,11%,3.3
Nc1cc(C(=O)O)c(N)c2c1C(=O)c1ccccc1C2=O,?,?,1%,?,-26%,?,i,1.7%,-3.3
Cc1nc2c3cc(Cl)ccc3n(CCN3CCOCC3)c2s1,5%,-17%,-7%,4%,-5%,?,i,-0.4%,-0.3
CN(C)C(=O)c1ccc(NC(=O)c2cccc(S(=O)(=O)N3CCCc4ccccc43)c2)cc1,-6%,-19%,-1%,-2%,-24%,?,i,0.8%,-2.1
Cc1ccc(S(=O)(=O)/C(C#N)=C/c2c(N3CCC(C(N)=O)CC3)nc3ccccn3c2=O)cc1,-11%,-18%,7%,-1%,-2%,6%,i,1.7%,-3.3
CCCCn1c(NS(=O)(=O)c2ccccc2)c(S(=O)(=O)c2ccc(C)cc2)c2nc3ccccc3nc21,?,-6%,-18%,-3%,-9%,-10%,i,-0.5%,-3.3
O=C(NNC1=NCCC1)C1CC1,5%,-2%,7%,2%,7%,-1%,i,0.1%,1.3
Cc1cc(-c2[nH]nc3c2C(c2ccsc2)C(C#N)=C(N)O3)c(C)s1 (stereo not given),-20%,-11%,10%,0%,-8%,.,i,?,-0.4
COc1ccc(N(CC(=O)NCCC(C)C)C(=O)c2snc(C(=O)NC3CCCCC3)c2N)c(OC)c1,13%,-5%,-3%,-2%,0%,-1%,i,-0.3%,-0.4
CC(O)C(=O)N/N=C/c1cccc(Cl)c1Cl (stereo not given),7%,0%,6%,2%,-1%,4%,i,3.1%,1.2
COc1ccc(C(=O)Oc2cccnc2)cc1OC,15%,-3%,1%,0%,0%,5%,i,-1.0%,0.8
S=C(Nc1cc(Cl)ccc1Cl)Nn1cnnc1,-2%,-2%,5%,-1%,1%,11%,i,4.0%,0.7
CCCCCC(=O)Nc1c(-c2cccs2)c(=O)c2ccccc2n1C,4%,6%,5%,-5%,0%,.,i,-1.1%,0.4

# Arranged by SMILES length (descending): part of the list above.
SMILES,TGFb SMAD3 inh,A549 tox,EPAC2 agonist,Mm-Cpn inhibitor,EPAC2 antagonist,Nrf2 inh,pAkt inh,Nrf2 ARE act,CCT modulator
CCCCn1c(NS(=O)(=O)c2ccccc2)c(S(=O)(=O)c2ccc(C)cc2)c2nc3ccccc3nc21,?,-6%,-18%,-3%,-9%,-10%,i,-0.5%,-3.3
Cc1ccc(S(=O)(=O)/C(C#N)=C/c2c(N3CCC(C(N)=O)CC3)nc3ccccn3c2=O)cc1,-11%,-18%,7%,-1%,-2%,6%,i,1.7%,-3.3
CN(C)C(=O)c1ccc(NC(=O)c2cccc(S(=O)(=O)N3CCCc4ccccc43)c2)cc1,-6%,-19%,-1%,-2%,-24%,?,i,0.8%,-2.1
Cc1cc(-c2[nH]nc3c2C(c2ccsc2)C(C#N)=C(N)O3)c(C)s1 (stereo not given),-20%,-11%,10%,0%,-8%,.,i,?,-0.4
CCCCCC(=O)Nc1c(-c2cccs2)c(=O)c2ccccc2n1C,4%,6%,5%,-5%,0%,.,i,-1.1%,0.4
Nc1cc(C(=O)O)c(N)c2c1C(=O)c1ccccc1C2=O,?,?,1%,?,-26%,?,i,1.7%,-3.3
Cc1nc2c3cc(Cl)ccc3n(CCN3CCOCC3)c2s1,5%,-17%,-7%,4%,-5%,?,i,-0.4%,-0.3
Cc1cc2oc(=O)cc(CN3CCCC3)c2cc1Cl,?,.,-14%,.,?,.,i,11%,3.3
S=C(Nc1cc(Cl)ccc1Cl)Nn1cnnc1,-2%,-2%,5%,-1%,1%,11%,i,4.0%,0.7
O=C(NNC1=NCCC1)C1CC1,5%,-2%,7%,2%,7%,-1%,i,0.1%,1.3

# (next part)
SMILES,TGFb SMAD3 inh,A549 tox,EPAC2 agonist,Mm-Cpn inhibitor,EPAC2 antagonist,Nrf2 inh,pAkt inh,Nrf2 ARE act,CCT modulator
CCOC(=O)c1ccc(N2C(=O)c3n[nH]c(-c4ccco4)c3C2c2cccc([N+](=O)[O-])c2)cc1 (stereo not given),?,?,15%,-2%,-22%,?,i,-0.2%,-0.3
Cc1cc2nccc(-c3ccc(Cl)cc3Cl)n2n1,-28%,6%,1%,2%,-16%,7%,i,3.3%,-3.2
CCOc1ccccc1OCc1nn2c(COc3ccccc3)nnc2s1,24%,8%,23%,-1%,-5%,-4%,i,0.0%,-2.0
COc1ccc(C(=O)NCc2nnc(SCC(=O)Nc3ccccc3)n2-c2ccccc2)cc1,-14%,-15%,.,.,.,4%,.,0.3%,.
Cc1nc2ccc(Cl)cn2c1[N+](=O)[O-],-2%,.,-7%,.,0%,.,i,-0.9%,-0.2
COc1ccc(-c2nc(CS(=O)CC(=O)NC3CCCCC3)c(C)o2)cc1OC (stereo not given),-29%,0%,7%,-2%,6%,?,i,0.3%,-4.0
Cc1noc(NS(=O)(=O)c2ccc(NC(=O)C(F)(F)C(F)(F)C(F)(F)F)cc2)c1C,-1%,2%,-4%,.,0%,-11%,i,0.0%,1.0
O=C(CNS(=O)(=O)c1ccc(F)cc1)Nc1ccc(C(F)(F)F)cc1,-1%,-4%,-4%,-19%,-2%,?,i,-0.8%,-1.5
O=C(NNc1ccc([N+](=O)[O-])cc1)c1ccco1,2%,-13%,-1%,1%,0%,8%,i,0.1%,-0.6
Cc1nc2c(C#N)c[nH]n2c(=O)c1CCO,4%,-3%,5%,0%,1%,15%,i,-0.2%,-3.4
Cc1noc(C)c1COc1cccc(C(=O)OCCOc2ccc(F)cc2)c1,-6%,-4%,4%,0%,-15%,2%,i,0.2%,0.2
CC(C)c1ccc(OCC(=O)N(Cc2ccccc2)c2ccccn2)cc1,-9%,-21%,8%,-1%,?,?,i,2.9%,3.8
CCn1c(C)nc2c(=O)oc3ccccc3c21,-4%,-2%,-3%,0%,17%,21%,i,3.6%,2.4
O=C(O)c1cccc(Nc2nc(-c3ccccc3)nc3ccccc23)c1,-29%,-12%,7%,0%,8%,-12%,i,2.4%,-1.5
CCN(CC)CCNC(=O)Cn1nc(-c2ccccc2)c2ccccc2c1=O,-8%,15%,-3%,0%,-2%,5%,i,0.3%,-0.7
